DUSP3 inh = VHR1 phosphatase inhibitors, primary screen, biochemical, colorimetric, HTS. Dual specificity protein phosphatase 3 (Homo sapiens), P51452. recombinant VHR phosphatase, colorimetric substrate read-out. inhibition, % at 20 µM. 50,000 compounds, 0.7% hits; in the data active means inhibition above about 60%; further: some results filed as inactive read as strong as hits
Target sequence (P51452 whole entry, looked up): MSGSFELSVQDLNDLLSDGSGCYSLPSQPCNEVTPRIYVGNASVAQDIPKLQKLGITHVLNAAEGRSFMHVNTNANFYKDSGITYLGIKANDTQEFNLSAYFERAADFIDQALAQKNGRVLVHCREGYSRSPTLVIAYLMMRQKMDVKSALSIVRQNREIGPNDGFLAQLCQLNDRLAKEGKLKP
Active calls of the source: *. These rows are one share of the data, so the mix of outcomes need not match the whole.

SMILES	DUSP3 inh
CCCOC(=O)c1ccc(NC(=O)/C=C\C(=O)O)cc1	6
O=c1cc(-c2c(F)c(F)c(F)c(F)c2F)oc2c(F)c(F)c(F)c(F)c12	36
COc1ccc(N2C(=O)/C(=C/c3ccc(-c4ccc([N+](=O)[O-])c(C)c4)o3)SC2=S)cc1	-53
O=C(Nc1ccc(OC(F)(F)F)cc1)c1ccc([N+](=O)[O-])cc1Cl	-12
O=[N+]([O-])c1ccc(N2N=C(c3ccc(O)cc3)CC2c2ccc(F)cc2)cc1 (stereo unspecified)	-26
Cc1ccc(NC(=O)CN(c2ccc(Oc3ccccc3)cc2)S(C)(=O)=O)cc1C	-14
CN(C)c1ccc(C(=O)N2CCN(c3cccc(Cl)c3)CC2)cc1	8
Cc1cc(I)ccc1S(=O)(=O)N1CCN(c2ccccc2)CC1	18
Nc1nc(NCCCN2CCOCC2)cc(-c2ccccc2)n1	3
COc1ccc(CCN(C(C)=O)C2CC(=O)N(c3ccccc3)C2=O)cc1 (stereo unspecified)	-13
O=C(CC(NC(=O)c1ccccc1)c1ccccc1)OCC(=O)N1c2ccccc2Sc2ccccc21 (stereo unspecified)	-17
CCOc1ccc(/C=N/NC(=O)c2cc(-c3ccccc3)n[nH]2)cc1	9
Cc1cccc(C(=O)O/N=C(\N)Cc2cccc3ccccc23)c1	-3
Cc1ccc2[nH]c(C(=O)N/N=C/c3ccc4c(c3)OCO4)c(-c3ccccc3)c2c1	-5
CC1CN(c2ccc([N+](=O)[O-])cc2Cl)CCN1S(C)(=O)=O (stereo unspecified)	-3
O=S(=O)(c1ccc(Cl)cc1Cl)N1CCN(c2ccccc2)CC1	-3
O=C(c1ccncc1)N1CCN(Cc2ccccn2)CC1	-4
CCCC(=O)C1=C(N2CCCCC2)CC(C)(C)CC1=O	-5
O=C(C[n+]1cccc(NC(=O)c2ccccc2)c1)c1ccc2c(c1)Cc1ccccc1-2	0
CCOc1cc(OCC)cc(C(=O)Nc2ccc(-c3nc4ccc(C)cc4o3)cc2)c1	4
O=C(Nc1cccc2nsnc12)c1ccc(Cl)cc1Cl	-13
CCOc1ccc(N2C(=O)NC(=O)/C(=C\c3ccc(Sc4nc5ccccc5[nH]4)o3)C2=O)cc1	78
CCc1ccc2c(c1)C(O)(CC(=O)c1ccc(Cl)cc1)C(=O)N2 (stereo unspecified)	-3
O=C1Nc2c(S(=O)(=O)O)cc(S(=O)(=O)O)c3cccc1c23	4
CCCOC(=O)c1c(-c2cc(C)ccc2C)csc1N	16
Cc1onc(-c2ccccc2Cl)c1C(=O)Nc1ccc(C(N)=O)cc1	-30
O=C(NC1CCSC1=O)c1cccs1 (stereo unspecified)	-26
O=C1OC(c2ccccc2)=N/C1=C/c1ccc(-c2cccc([N+](=O)[O-])c2)o1	18
CN1c2ccccc2N(C)C1(C)c1cccc2ccccc12	-11
COc1cccc(-c2cc(C(=O)Nc3ccc(S(N)(=O)=O)cc3)c3ccccc3n2)c1	-27
C/C(=N\NC(=O)CCN1CCN(C)CC1)c1ccc(O)cc1	-4
CCN(CC)C(=O)c1ccccc1Br	77
CC(=O)Nc1ccc(C(=O)Nc2ccc([N+](=O)[O-])cc2)cc1	2
COCCN1C(=O)C(=O)/C(=C(/O)c2ccccc2)C1c1ccc(C)cc1 (stereo unspecified)	-17
CCN(CC)CCCNC(=O)c1cc2nc(-c3ccc([N+](=O)[O-])cc3)cc(C(F)(F)F)n2n1	-6
O=C(COc1ccc(Br)cc1)N/N=C/c1ccco1	4
CCOC(=O)c1c(N2C(=O)C=CC2=O)sc2c1CCCC2	84
O=C(NCC1CCCO1)c1cc2nc(-c3ccccc3)cc(-c3ccccc3)n2n1 (stereo unspecified)	-27
COc1ccc(C2OCC3(CO2)SC2=NCN(C)CN2C3=O)cc1 (stereo unspecified)	7
CC(=O)NCC1=C(NC(C)=O)C2CC1C(C)(C)C2C (stereo unspecified)	17
O=C(Nc1ccccc1C(=O)N1CCCC1)c1ccc(Cl)cc1	-11
COc1cccc(C(=O)Nc2nc3ccc(C)cc3s2)c1	6
O=C1NC(=O)N(c2ccc(Cl)cc2)C(=O)/C1=C/c1ccc(O)c(Br)c1	-2
O=C(Nc1nc(-c2ccc3ccccc3c2)cs1)C1CC1	-14
N#Cc1c(-n2ncnc2-c2cccc([N+](=O)[O-])c2)sc2c1CCCC2	-31
COc1ccc(OC)c(C2NC(=S)NC(C)=C2C(=O)Nc2ccccc2OC)c1 (stereo unspecified)	1
CCN1C(=O)c2cccc3c(NC(=O)c4ccc(C(=O)c5ccccc5)cc4)ccc1c23	-3
N#C/C(=C/c1ccc(Sc2ccccc2)o1)C(=O)Nc1ccccc1	-29
Cn1c(=O)c(N2CCOCC2)c2c3c(cccc31)C(=O)c1ccccc1-2	13
N#C/C(=C\c1ccc(-c2ccc(Br)cc2)o1)C(N)=O	-7

(cont.)
SMILES	DUSP3 inh
Cc1cc(C(=O)NCCC(c2ccccc2)c2ccccc2)ccc1[N+](=O)[O-]	-8
Cc1ccsc1C=Nc1ccc(Br)cn1	-4
COc1ccc(C2/C(=C(\O)c3ccc(C)cc3)C(=O)C(=O)N2CCCC(=O)O)cc1 (stereo unspecified)	-24
COc1cc(-c2nc3ccccn3c2/N=C/c2cc3c(cc2[N+](=O)[O-])OCO3)ccc1O	-80
CC1(C)CC(=O)C2=C(C1)Nc1ccccc1N(C(=O)Cc1ccccc1)C2c1ccc(Cl)cc1 (stereo unspecified)	-15
CCC(C)NC(=O)CN(c1ccccc1OC)S(=O)(=O)c1ccccc1 (stereo unspecified)	-19
COc1ccc(NC(=O)CCC2CCCCC2)cc1	-9
O=C(NN1C(=O)CSC1c1ccc(Br)cc1)c1ccccc1 (stereo unspecified)	-5
Cc1ccc(OCc2nnc(NC(=O)Nc3ccc(Cl)cc3)s2)cc1C	-4
COc1ccccc1/C=C1\SC(=N)N(c2ccc(F)cc2)C1=O	-6
O=C(CC1S/C(=N\N=C\c2ccccc2)NC1=O)Nc1ccccc1F (stereo unspecified)	-10
COc1ccccc1OCCNC(=O)c1ccc(Oc2ccccc2)cc1	-2
O=C(O)c1cc(-c2ccc(O)cc2)nc2ccc(Br)cc12	-23
CCSc1nnc2c(n1)OC(c1ccc(C(=O)O)cc1)Nc1ccccc1-2 (stereo unspecified)	-21
Cc1cc(=O)oc2c1ccc1oc(C(=O)c3ccc(Cl)cc3)c(C)c12	-11
CC(NC(=O)C12CC3CC(CC(C3)C1)C2)C1CC2CCC1C2 (stereo unspecified)	78
O=c1c2c(nc3cc(-c4ccc(F)cc4)[nH]n13)CCC2	-20
Cn1cnnc1Sc1nc2c(c(=O)n(C)c(=O)n2C)n1Cc1ccc(F)cc1	-14
O=C1c2ccccc2C(=O)C1c1cccc2ccccc12	0
COc1cc(/C=C/C(=O)O)cc(S(=O)(=O)NCCCC(=O)O)c1OC	-1
O/N=C1/CCCc2c1[nH]c1ccccc21	-7
NC(N)=NS(=O)(=O)c1ccc(NC(=S)NC(=O)c2ccccc2)cc1	-18
COC(=O)c1ccccc1NC(=O)c1ccccc1NC(=O)c1ccc(OC)cc1	-13
O=C(/C=C/c1ccc(-c2ccccc2[N+](=O)[O-])o1)Nc1cccnc1	-8
O=C(CSc1nc2ccc(Br)cc2c(=O)n1-c1ccccc1)Nc1ccccc1[N+](=O)[O-]	3
CN1CCc2c(sc3[nH]c(=S)n(CCc4ccccc4)c(=O)c23)C1	9
O=C(NNc1ccccc1)C(O)(Cc1ccccc1)Cc1ccccc1	-5
Cc1cccc(-c2cc3nc(-c4ccc([N+](=O)[O-])cc4)cc(=O)n3[nH]2)c1	-14
CCCC(=O)c1ccc(N2CCN(C(=O)c3ccccc3F)CC2)c(F)c1	7
CC(=O)Oc1cccc(N2C(=O)c3ccc(C(=O)c4ccc5c(c4)C(=O)N(c4cccc(OC(C)=O)c4)C5=O)cc3C2=O)c1	7
COC(=O)C1=NN(C(=O)c2cccc([N+](=O)[O-])c2)C(O)(c2ccccc2)C1 (stereo unspecified)	3
CCN(C(=O)c1cc(OC)c(OC)c(OC)c1)c1ccccc1	-3
CC(=O)Nc1nc2ccccc2n1CCN(C)C	-14
Cc1ccc(C(=O)N/C(=C\c2sccc2C)C(=O)NCCCN2CCOCC2)cc1	-15
NC1=NC(=O)/C(=C/c2ccc(-c3cc([N+](=O)[O-])ccc3Cl)o2)S1	-6
CSc1nc(=S)n(-c2ccc([N+](=O)[O-])cc2)c(C)c1C(C)=O	9
O=C1C(=O)N(c2ccccn2)C(c2cccc(Br)c2)/C1=C(\O)c1ccc(Cl)cc1 (stereo unspecified)	-10
Cc1ccc(S(=O)(=O)N2CCCC2C(=O)Nc2ccc([N+](=O)[O-])cc2)cc1 (stereo unspecified)	12
CCc1c(C)sc(NC(=O)c2c(-c3ccccc3Cl)noc2C)c1C(=O)OC	-39
COc1ccc(-c2nc3ccccc3o2)cc1NC(=O)c1cc2ccccc2cc1OC	6
COC(=O)C1=NN(C(=O)c2cccc(Br)c2)C(O)(c2ccccc2)C1 (stereo unspecified)	10
Cc1ccc(-c2ccc(/C=C3\C(=O)NN(c4ccccc4)C3=O)o2)c([N+](=O)[O-])c1	-1
COCCNC(=O)COc1ccc(Br)c(C)c1	-8
COC(=O)CN1C(=O)C(=O)c2ccccc21	8
CC(=O)NC1C(OCCOc2ccc(Cl)cc2Cl)OC(COC(C)=O)C(OC(C)=O)C1OC(C)=O (stereo unspecified)	24
Cc1cc(C(=O)Nc2ccccc2C(N)=O)ccc1[N+](=O)[O-]	-34
Nc1nnnn1/N=C/c1ccc(OCc2ccccc2)cc1	-3
Nc1nnnn1/N=C/c1ccc(N2CCOCC2)cc1	4
CCOC(=O)C1=C(O)/C(=C/c2ccc(Br)cc2)SC1=Nc1cccc(Cl)c1	-8
COc1ccc(/C=N/NC(=O)c2nonc2C)cc1	-20

Sorted by SMILES length (largest number first): three of the compounds above
SMILES	DUSP3 inh
CC(=O)NC1C(OCCOc2ccc(Cl)cc2Cl)OC(COC(C)=O)C(OC(C)=O)C1OC(C)=O (stereo unspecified)	24
O=C(Nc1cccc2nsnc12)c1ccc(Cl)cc1Cl	-13
Cc1ccsc1C=Nc1ccc(Br)cn1	-4

Continuation:
SMILES	DUSP3 inh
C(=N\N=C\c1ccc2c(c1)OCO2)/c1ccc2c(c1)OCO2	-17
Cc1ccc(C)c(NC(=O)c2c(-c3ccccc3Cl)noc2C)c1	-30
O=S(=O)(Nc1cccc(I)c1)c1ccc2ccccc2c1	-13
COc1ccc(-c2cc(-c3ccc(C)cc3)nc(N/N=C/c3cccc(OC)c3O)n2)cc1OC	-37
CCSc1nnc(NC(=O)C2CC3CCC2C3)s1 (stereo unspecified)	-5
Cc1c(NC(=O)c2ccc3ccccc3n2)c(=O)n(-c2ccccc2)n1C	6
CCCCOc1cc2oc(=O)cc(C)c2cc1CC	9
COC(=O)COc1ccc(C=C2C(=O)NC(=O)NC2=O)cc1	-10
Cc1cccc(C(=O)Nc2ccc(NC(=O)Cc3ccccc3)cc2)c1	-14
Cc1cnc(NC(=O)c2ccc([N+](=O)[O-])cc2)s1	-14
O=C(Nc1cccc(Br)c1)c1ccc([N+](=O)[O-])cc1Cl	1
O=C1CCCC2=C1C(c1ccc(O)c(O)c1)Nc1ccc3ncccc3c12 (stereo unspecified)	-16
CCOc1ccc(NS(=O)(=O)c2ccc3nsnc3c2)cc1	-8
O=C(NC1CCCCCC1)c1c(F)c(F)c(F)c(F)c1F	-2
N/C(=N\c1nc(C(F)(F)F)cc(=O)[nH]1)Nc1ccc(I)cc1	-19
Cc1cc2oc(=O)cc(C)c2cc1NC(=O)/C=C/C(=O)O	-1
Cc1nnc(N/N=C/c2ccc(Cl)c([N+](=O)[O-])c2)[nH]c1=O	-42
CCOc1cc(/C=C2\C(=O)NC(=O)N(c3cc(C)cc(C)c3)C2=O)cc(Cl)c1O	-6
CCN(CC)c1ccc(N=Cc2ccccc2OCc2ccccc2)cc1	1
CCOc1ccc(/C=C2/NC(=O)NC2=O)cc1Cl	-14
CCn1c2c(c3cc(Br)ccc31)CCCC2O (stereo unspecified)	-11
COc1ccc2ccccc2c1-c1nnc2ccc3ccccc3n12	35
S=C1NC(=S)/C(=C\c2ccc(-c3ccc(Br)cc3)o2)S1	35
O=C(Oc1cccc(-c2cnc3ccccc3n2)c1)c1cccc(S(=O)(=O)N2CCOCC2)c1	4
COc1cc(NC(=O)c2ccccc2Cl)ccc1NC(=O)c1ccco1	9
COc1cccc(/C=C2\SC(N)=NC2=O)c1OC	-2
Cc1ccc([N+](=O)[O-])cc1N[C@@H]1OC[C@@H](O)[C@H](O)[C@H]1O	-26
Cn1c(=O)c(N)c2c3c(cccc31)C(=O)c1ccccc1-2	-28
COC(=O)c1ccc(/C=C2\C(=O)NC(=O)N(c3ccc(Br)cc3)C2=O)cc1	16
COC(=O)C1C(=O)CC(C)(O)C(C(=O)OC)C1c1ccc(Br)cc1 (stereo unspecified)	0

By substructure, the compounds so far with bromine.
SMILES	DUSP3 inh
CCN(CC)C(=O)c1ccccc1Br	77
O=C(COc1ccc(Br)cc1)N/N=C/c1ccco1	4
O=C1NC(=O)N(c2ccc(Cl)cc2)C(=O)/C1=C/c1ccc(O)c(Br)c1	-2
N#C/C(=C\c1ccc(-c2ccc(Br)cc2)o1)C(N)=O	-7
Cc1ccsc1C=Nc1ccc(Br)cn1	-4
O=C(NN1C(=O)CSC1c1ccc(Br)cc1)c1ccccc1 (stereo unspecified)	-5
O=C(O)c1cc(-c2ccc(O)cc2)nc2ccc(Br)cc12	-23
O=C(CSc1nc2ccc(Br)cc2c(=O)n1-c1ccccc1)Nc1ccccc1[N+](=O)[O-]	3
O=C1C(=O)N(c2ccccn2)C(c2cccc(Br)c2)/C1=C(\O)c1ccc(Cl)cc1 (stereo unspecified)	-10
COC(=O)C1=NN(C(=O)c2cccc(Br)c2)C(O)(c2ccccc2)C1 (stereo unspecified)	10
COCCNC(=O)COc1ccc(Br)c(C)c1	-8
CCOC(=O)C1=C(O)/C(=C/c2ccc(Br)cc2)SC1=Nc1cccc(Cl)c1	-8
O=C(Nc1cccc(Br)c1)c1ccc([N+](=O)[O-])cc1Cl	1
CCn1c2c(c3cc(Br)ccc31)CCCC2O (stereo unspecified)	-11
S=C1NC(=S)/C(=C\c2ccc(-c3ccc(Br)cc3)o2)S1	35
COC(=O)c1ccc(/C=C2\C(=O)NC(=O)N(c3ccc(Br)cc3)C2=O)cc1	16
COC(=O)C1C(=O)CC(C)(O)C(C(=O)OC)C1c1ccc(Br)cc1 (stereo unspecified)	0
